# Assay outcomes as filed in PubChem.
# GRK2 aptamer HTS: blocks RNA aptamer binding to human GRK2; P25098; bead flow cytometry, FAM-aptamer displacement from GRK2; inhibition of aptamer binding, % at 10 µM; actives 0.59% (n = 330,000);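 active = inhibition of aptamer binding above 40%, roughly 3 SD of noise, on plates passing a quality check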;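 also: median bead fluorescence of bound FAM aptamer so fluorescent compounds give negative values; no value below 0 was filed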
# HCV core dimer: blocks dimerization of HCV core protein | TR-FRET GST/Flag-core106 dimerization, 1536-well | inhibition, % at 5 µM | actives 0.33% (n = 300,000) | AID 1899;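 active = inhibition above the mean of all tested compounds plus 3 SD, set per screening campaign, cut at about 45% in these data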
#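 System – GST-tagged and Flag-tagged HCV core protein residues 1-106 · Repeats – one well for each compound · Technique – TR-FRET 671 and 617 nm emission · Doses – one concentration, 5 µM, in 0.5% DMSO · Times – 4 h, 22.5 °C incubation · Also added – Eu donor and XL665 acceptor anti-tag antibodies · Measure – percent inhibition of core106 dimerization signal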
# procasp3 activ: procaspase-3 (human) activation; P42574; recombinant procaspase-3 D3A, Ac-DEVD-pNA absorbance 405 nm; activation, % at 8.5 µM; actives 0.11% (n = 330,000);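 active = activation above the mean of all tested compounds plus 3 SD, cut at about 21% in these data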;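 also: 0% = DMSO alone and 100% = DMSO wells spiked with extra 5 µM PC-3 D3A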
# Target sequence (P42574 whole entry D9A/D28A/D175A): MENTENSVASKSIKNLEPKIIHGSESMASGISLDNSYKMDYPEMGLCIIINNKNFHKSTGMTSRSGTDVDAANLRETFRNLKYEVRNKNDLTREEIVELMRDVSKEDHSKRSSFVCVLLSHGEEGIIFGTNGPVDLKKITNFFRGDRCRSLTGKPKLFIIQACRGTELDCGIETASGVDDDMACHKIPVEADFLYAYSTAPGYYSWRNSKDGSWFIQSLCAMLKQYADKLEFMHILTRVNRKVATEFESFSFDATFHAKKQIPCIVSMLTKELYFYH
#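 Assay system: Autoprocessing-dead procaspase-3 D3A mutant enzyme; also added: Ac-DEVD-pNA; doses: one concentration, 8.5 µM nominal, 0.8% DMSO; times: 1 h compound preincubation, 2 h substrate hydrolysis at 25 °C; technique: 405 nm absorbance of p-nitroaniline, reads at 0 and 120 min; measure: % activation between DMSO and enzyme-spiked controls; repeats: single replicate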
# Fh CTSL1 inh: blocks F. hepatica cathepsin L1 in PFM18AAP counter-screen; recombinant F. hepatica cathepsin L1, Z-Leu-Arg-MCA fluorescence; inhibition, % at 5.96 µM; actives 0.49% (n = 300,000);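 active = inhibition above the mean of all tested compounds plus 3 SD, set per screening campaign, cut at about 17% in these data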;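 also: 0% = plate median of test compound wells and 100% = 1 µM Z-Phe-Ala-diazomethylketone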
# PP5 inh: blocks human protein phosphatase 5 activity. P53041. purified PP5c, OMFP substrate fluorescence. inhibition, % at 6.7 µM. actives 0.18% (n = 320,000);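 active = inhibition above the campaign's mean inhibition across all tested compounds plus 3 SD, cut at about 9.5% in these data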;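 also: 0% = DMSO only and 100% = 100 µM cantharidin control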
# VLA-4 inh: inhibition in a human VLA-4 binding assay; actives 0.2% (n = 330,000); AID 2557; VLA-4 expressing cells, ligand binding flow cytometry; inhibition, % (about 7 µM as worked out from the volumes in the protocol); in the data active = inhibition above about 50%
# proCasp7 act: activates human procaspase-7, counter-screen for procaspase-3 activators | activation, % at 8.5 µM | recombinant procaspase-7, Ac-DEVD-pNA absorbance 405 nm; D23A/D198A/D206A triple mutant, cannot self-cleave; scale: DMSO 0, 5 µM enzyme 100 | AID 463210 | P55210 | actives 0.093% (n = 330,000);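 active = percent activation above the screen-wide mean plus 3 SD, cut at about 25% in these data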
#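 Assay system: Uncleavable procaspase-7 mutant enzyme / Input: 2 µM procaspase-7 mutant as dispensed / Dosing: single nominal 8.5 µM compound dose, 0.8% DMSO final / Timing: 1 h enzyme–compound preincubation and 2 h substrate reaction, both 25 °C / Detection: p-Nitroaniline absorbance at 405 nm, read at 0 and 120 min / Replication: singlicate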
# PP1 counter: blocks human PP1-alpha phosphatase, a PP5 counter-screen; inhibition, % at 6.7 µM; P62136; actives 0.9% (n = 320,000); AID 2235; purified PP1alpha, OMFP fluorescence;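 active = inhibition above the mean inhibition of all tested compounds plus 3 SD, computed separately for each screening campaign, cut at about 15% in these data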
# Target sequence (P62136 whole entry, looked up): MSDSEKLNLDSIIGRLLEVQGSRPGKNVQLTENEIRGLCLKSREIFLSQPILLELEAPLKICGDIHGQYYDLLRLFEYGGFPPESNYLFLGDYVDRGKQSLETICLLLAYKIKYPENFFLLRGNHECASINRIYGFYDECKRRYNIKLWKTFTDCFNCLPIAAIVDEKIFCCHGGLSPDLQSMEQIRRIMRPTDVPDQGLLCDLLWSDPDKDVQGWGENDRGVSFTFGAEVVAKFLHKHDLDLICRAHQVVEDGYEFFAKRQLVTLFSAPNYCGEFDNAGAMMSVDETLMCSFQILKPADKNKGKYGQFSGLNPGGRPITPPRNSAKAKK
# GASC-1 inh: human JMJD2C demethylase inhibition. AID 2099. GST-JMJD2C(1-420) H3K9me3 demethylation, DELFIA europium. Q9H3R0. inhibition, % at 2.35 µM. actives 0.069% (n = 330,000);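 active = more than half of a compound's replicate wells show inhibition beyond 50%, single wells judged on their own value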;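 also: signal counts dimethyl H3K9 product captured on neutravidin plate; 0% = median of DMSO wells and 100% = 0.3 times that DMSO median; strong numbers were not always called active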
# Target sequence (Q9H3R0 1-420 limits assumed): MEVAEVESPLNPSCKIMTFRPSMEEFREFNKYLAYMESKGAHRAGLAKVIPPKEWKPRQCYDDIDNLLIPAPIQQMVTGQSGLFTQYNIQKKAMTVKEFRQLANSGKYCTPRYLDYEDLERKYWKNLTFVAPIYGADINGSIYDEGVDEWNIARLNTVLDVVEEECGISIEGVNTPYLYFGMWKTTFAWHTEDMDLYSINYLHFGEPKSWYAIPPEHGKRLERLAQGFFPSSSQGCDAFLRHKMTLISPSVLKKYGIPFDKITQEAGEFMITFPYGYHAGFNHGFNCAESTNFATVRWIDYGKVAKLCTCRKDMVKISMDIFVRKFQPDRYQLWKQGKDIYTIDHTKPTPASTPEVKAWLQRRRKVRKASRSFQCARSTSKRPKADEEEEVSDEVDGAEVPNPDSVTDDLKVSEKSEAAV
# Active calls of the source: *; x = not tested or not shown; & = joins results of further samples.
SMILES,GRK2 aptamer HTS,HCV core dimer,procasp3 activ,Fh CTSL1 inh,PP5 inh,VLA-4 inh,proCasp7 act,PP1 counter,GASC-1 inh
NC(=O)[C@H]1CC2(CC(c3cccc(NC(=O)COc4ccc(Cl)cc4)c3)=NO2)CN1C(=O)Cc1ccc([N+](=O)[O-])cc1 (some centres undefined),3.0,12.8,2.0,-1.3,4.5,-3.7,0.3,1.4,31.7
COc1ccccc1NS(=O)(=O)c1cccc(NC(=O)Nc2ccccc2)c1,3.0,2.8,10.6,3.2,4.6,-5.5,4.0,3.0,-4.3
CCOC(=O)CSc1nc(C)cc(=O)[nH]1,1.0,0.5,-0.1,-4.0,2.2,14.5,-1.9,-2.0,3.7
COc1ccccc1CNC(=O)COC(=O)c1ccc(C)s1,0.0,x,-0.3,x,2.5,7.3,-2.3,-2.5,1.3
CCOC(=O)C1(Cc2cccc(F)c2)CCN(C2CCOCC2)CC1,2.0,3.6,6.9,1.5,2.1,-9.1,-9.1,2.2,-4.4
O=C(CC(=O)NCCc1ccccc1)NCCc1ccccc1,0.0,-18.6,-1.1,5.5,3.0,-7.4,-0.2,-3.7,-15.4
O=C(Nc1cccc(S(=O)(=O)N2CCOCC2)c1)c1cc(=O)[nH]c2ccccc12,2.0,x,3.0,x,x,-9.2,8.9,x,5.4
N#C/C(=C\c1cccn1-c1ccccc1)C(=O)NC1CCCCC1,2.0,11.4,1.4,3.4,1.3,5.6,8.8,0.3,7.2
O=c1c2oc3ccccc3c2ncn1Cc1ccc(F)cc1,0.0,0.0,0.4,2.8,-1.1,0.6,2.7,0.9,-4.0
c1ccc(-c2ccc(-c3ccccn3)s2)nc1,3.0,1.1,-9.0,0.4,-1.6,2.6,-7.2,-4.0,2.8
CSc1nc(N)nc(SCC(=O)Nc2cccc(F)c2)c1C#N,0.0,0.5,-7.4,-0.3,2.9,6.2,0.8,2.3,-2.4
CC(=O)c1c(C)[nH]c(C(=O)OCc2cc(=O)n3cc(Br)ccc3n2)c1C,5.0,x,-1.9,x,1.8,17.2,0.5,-4.1,-8.2
CCOC(=O)CNC(=O)c1cn(C)c(=O)c2cc(OC)c(OC)cc12,0.0,-1.1,-2.1,-3.8,-3.1,2.1,0.4,-2.4,-9.1
COc1cc2c(cc1OC)CN(Cc1cc(=O)oc3cc(C)c(C)cc13)CC2,0.0,17.0,-2.0,2.5,-0.6,19.2,2.6,-1.3,0.5
Cc1cccc(CC(=O)NCCn2c(C)cc3ccccc32)c1,1.0,3.6,6.3,-3.0,2.4,13.4,1.2,6.0,6.5
CCCCCCCNC(=O)CN1N=C(c2ccc(C)cc2)CCC1=O,1.0,-10.8,0.6,-0.1,2.8,9.5,5.3,5.5,3.4
CCOc1ccccc1NC(=O)COc1coc(CN2CCCc3ccccc32)cc1=O,1.0,8.3,-4.5,0.2,2.7,6.8,1.1,1.1,-0.5
CCOc1ccc(C(=O)OC(C)C(=O)N2CCN(Cc3ccccc3)CC2)cc1 (centres undefined),0.0,x,2.2,x,x,1.5,3.2,x,12.3
CC(C)Cn1c(-c2cc(Br)ccc2F)nc2c1c(=O)[nH]c(=O)n2CC(C)C,2.0,5.0,1.1,-1.4,1.3,-8.8,5.0,4.3,4.8
Cc1ccc(CONC(=O)c2ccccc2)cc1,0.0,1.4,4.4,0.3,2.2,-6.7,-3.0,-1.2,-4.2
COc1ccc(OC)c(Cc2nnc(CCC(=O)N3CCC(N4CCCCC4)CC3)o2)c1,0.0,0.1,-3.6,-0.9,0.1,-4.4,-12.6,-1.9,-4.4
Cc1ccc(C)c(NS(=O)(=O)c2ccc(OCC(=O)NCC3CCCO3)cc2)c1 (centres undefined),0.0,3.1,-5.4,-4.5,0.5,-7.3,-0.9,0.5,-41.0
CC(C)(C)OC(=O)N1CCC(c2cc(=O)n3[nH]cc(C(=O)Nc4ccc(F)c(Cl)c4)c3n2)CC1,1.0,4.9,0.1,0.4,1.2,1.2,8.8,1.9,35.9
CCc1ccc(NC(=O)Nc2ccc3c(c2)N(C)C(=O)CS3)cc1,0.0,12.2,-0.6,0.1,0.6,41.2,5.6,-1.6,5.4
O=C(Cc1cccs1)Nc1nnc(SCc2ccc(C(F)(F)F)cc2)s1,0.0,26.0,2.3,-1.8,1.4,19.3,-0.1,1.6,9.2

# Next part, starting with the last two of the part before.
SMILES,GRK2 aptamer HTS,HCV core dimer,procasp3 activ,Fh CTSL1 inh,PP5 inh,VLA-4 inh,proCasp7 act,PP1 counter,GASC-1 inh
CCc1ccc(NC(=O)Nc2ccc3c(c2)N(C)C(=O)CS3)cc1,0.0,12.2,-0.6,0.1,0.6,41.2,5.6,-1.6,5.4
O=C(Cc1cccs1)Nc1nnc(SCc2ccc(C(F)(F)F)cc2)s1,0.0,26.0,2.3,-1.8,1.4,19.3,-0.1,1.6,9.2
O=C(c1ccncc1)N1c2ccccc2Sc2ccccc21,3.0,-1.6,-1.8,4.5,3.0,-3.4,4.0,-2.3,4.1
Cc1cc(SCC(N)=O)nc(SCC(=O)c2ccccc2)n1,1.0,-4.8,-11.1,-2.9,-1.1,0.0,0.6,-6.5,20.5
COC(=O)[C@H]1C[C@@H]1[C@H](N)c1ccccc1,0.0,3.5,0.6,-0.8,-1.6,0.0,6.9,-5.2,-6.6
O=C1CCC(=O)N1CN(C(=O)c1ccco1)c1ccc(Cl)c(Cl)c1,0.0,-5.7,3.4,1.2,-2.5,-11.0,4.6,-5.4,6.0
Cc1nnc(SCc2cccc(Cl)c2)n(N)c1=O,3.0,1.1,4.3,-1.3,-0.6,16.6,10.9,2.7,-3.7
Nc1nc2n(n1)C(=O)CC(c1ccccc1[N+](=O)[O-])N2 (centres undefined),3.0,0.8,-0.5,-1.5,-1.1,15.1,-0.7,-2.9,-0.5
Cc1c(C(=O)Nc2cccc(-c3nnc4n3CCCCC4)c2)oc2ccccc12,1.0,7.2,5.8,-4.9,0.0,8.9,9.5,1.0,1.0
COc1ccc(CNC(=O)CN(C)CC(=O)Nc2ccccc2Br)cc1,0.0,x,5.7,x,x,-8.2,8.5,x,-9.1
CSc1nnc(NC(=O)c2nc(S(=O)(=O)Cc3cccc(C)c3)ncc2Cl)s1,1.0,22.4,8.0,-0.7,-0.1,9.9,6.8,-2.1,3.5
O=C1/C(=C/c2ccc3c(c2)OCO3)CCC/C1=C\c1ccc2c(c1)OCO2,0.0,17.6,-3.1,-2.5,-1.7,-11.8,4.8,1.8,22.8
Cc1cccc(C(=O)N(Cc2ccc(C)o2)C2CCS(=O)(=O)C2)c1 (centres undefined),0.0,2.1,-2.3,-1.4,1.9,-3.4,-0.7,-10.1,-5.5
COc1cccc(NC(=O)CN(C)C(=O)c2cc3c(s2)CCC(C)C3)c1 (centres undefined),0.0,8.3,12.7,-0.9,1.6,9.8,-4.4,-7.2,-15.0
Clc1ccccc1CNCc1ccncc1,0.0,-1.6,-4.2,-2.1,-2.3,4.9,-0.8,6.1,10.9
CCOc1ccc(OCC)c(NC(=O)CN2CCC(NC(=O)c3cccc(F)c3)CC2)c1,0.0,3.9,0.7,1.4,0.1,12.6,3.6,0.9,1.7
O=C(CNc1ccccc1)c1ccc([N+](=O)[O-])cc1,1.0,12.2,-8.8,3.0,1.4,-7.5,-11.2,-0.9,0.9
Cc1cc(N(C)C)c(C#N)c(NCc2ccccc2)n1,2.0,0.2,-3.7,3.1,1.2,12.7,5.6,0.2,-3.9
COc1ccc(CN2CCN(Cc3ccccc3C(F)(F)F)CC2)c(OC)c1,0.0,-5.9,3.1,1.2,2.6,0.0,3.5,5.2,-32.5
C/C(=N/NS(=O)(=O)c1ccc(C)cc1C)c1ccc2c(c1)OCO2,1.0,1.6,-14.1,2.4,-7.4,12.7,-13.2,2.2,3.1
CC(C)CC(=O)Nc1nnc(CCc2ccccc2)s1,3.0,12.5,0.8,0.0,4.0,3.4,8.5,0.2,2.3
COC(=O)c1ccc(C(=O)OC)c(NC(=O)COC(=O)c2ccc(OC)c(OC)c2OC)c1,0.0,11.3,-4.8,0.1,-1.9,12.7,3.2,-0.8,-11.7
Cc1ccc(NC(=O)COC(=O)c2cccc(C)c2[N+](=O)[O-])cc1S(=O)(=O)N1CCCCC1,0.0,x,2.5,x,x,-9.0,-2.1,x,6.6
CCN1CCN(C(=O)c2ccc(N3CC4CC(C3)c3cccc(=O)n3C4)c([N+](=O)[O-])c2)CC1 (centres undefined),0.0,0.2,-6.5,-1.0,3.2,8.0,-0.5,0.1,-17.9
O=C(CCC(=O)N1CCN(c2ccc(O)cc2)CC1)c1cccs1,1.0,0.8,-17.2,-18.4,-1.7,-7.0,-12.9,-1.4,-2.2
CCN1CNC(=S)N(c2ccccc2OC)C1,0.0,5.0,9.3,1.6,-0.6,20.9,12.7,-4.6,12.1
CC(NC(=O)C(=O)NN=C1CCCCCCCCCCC1)c1ccccc1 (centres undefined),0.0,-1.4,-0.7,-0.1,0.7,33.4,-0.6,2.6,-7.3

# Next section
SMILES,GRK2 aptamer HTS,HCV core dimer,procasp3 activ,Fh CTSL1 inh,PP5 inh,VLA-4 inh,proCasp7 act,PP1 counter,GASC-1 inh
Cc1c(NC(=O)COc2ccc3ccccc3c2)c(=O)n(-c2ccccc2)n1C,0.0,-6.1,9.3,6.1,-0.5,-3.5,-0.8,4.8,4.7
O=C(OCC#CCSc1nnc(-c2ccc(Br)cc2)o1)c1cccs1,6.0,-5.4,2.3,-0.7,2.7,-9.2,3.9,1.5,5.3
Cc1cccc(NC(=O)c2cccc(OC(=S)N3CCOCC3)c2)c1,3.0,10.5,7.5,-2.5,-0.1,22.0,2.8,2.8,-0.7
CCn1c(CNC(=O)c2cccc(C)c2)nnc1SCC(=O)Nc1nnc(C)s1,0.0,-7.9,-2.4,-5.3,0.2,-1.3,2.4,4.3,2.3
COc1cc(C(=O)OCC(=O)Nc2nnc(-c3ccccc3)o2)cc(OC)c1OC,1.0,2.1,0.8,-2.4,-0.5,6.6,7.9,-2.6,5.0
CCOC(=O)N1CCN(C(=O)c2ccc3c(c2)sc2nc(-c4ccc(OC)cc4)cn23)CC1,0.0,10.3,3.7,1.0,3.4,-5.0,5.1,-4.7,-3.2
Cn1c(SCC(=O)N2CCCCC2)nnc1-c1ccc(S(=O)(=O)N2CCOCC2)cc1,4.0,-4.5,-5.8,-0.8,-0.6,-0.9,-11.1,-4.7,-41.4&13.5
O=C(NCC(F)(F)F)Nc1cccnc1,0.0,-6.8,-0.1,1.3,2.3,15.1,1.1,-2.6,-4.7
CN1N=C(C(=O)NC2CCCc3c2cnn3-c2ccc(F)cc2F)CCC1=O (centres undefined),0.0,4.3,5.3,1.2,-2.4,-1.0,1.5,-3.5,-7.5
COc1ccc(NC(=O)Cn2nnc(C(N)=O)c2N)c(OC)c1,2.0,-9.7,2.6,1.3,-0.1,-5.6,-14.9,2.0,-7.7

# This is a random part of the collection (roughly 2.6% active in at least one column).
